Assay outcomes deposited in PubChem by several laboratories.
PPARg SRC-3 ag: promotes SRC-3 coactivator recruitment by human PPARgamma; hit rate 0.26% among 200,000; AID 731; biochemical PPARgamma/SRC-3 coactivator recruitment assay; activation, % at 8 µM; in the data active = activation above about 23%;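 note: 0% = DMSO and 100% = reference agonist; some compounds past the cut are filed as inactive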
Target sequence (P37231 whole entry, looked up): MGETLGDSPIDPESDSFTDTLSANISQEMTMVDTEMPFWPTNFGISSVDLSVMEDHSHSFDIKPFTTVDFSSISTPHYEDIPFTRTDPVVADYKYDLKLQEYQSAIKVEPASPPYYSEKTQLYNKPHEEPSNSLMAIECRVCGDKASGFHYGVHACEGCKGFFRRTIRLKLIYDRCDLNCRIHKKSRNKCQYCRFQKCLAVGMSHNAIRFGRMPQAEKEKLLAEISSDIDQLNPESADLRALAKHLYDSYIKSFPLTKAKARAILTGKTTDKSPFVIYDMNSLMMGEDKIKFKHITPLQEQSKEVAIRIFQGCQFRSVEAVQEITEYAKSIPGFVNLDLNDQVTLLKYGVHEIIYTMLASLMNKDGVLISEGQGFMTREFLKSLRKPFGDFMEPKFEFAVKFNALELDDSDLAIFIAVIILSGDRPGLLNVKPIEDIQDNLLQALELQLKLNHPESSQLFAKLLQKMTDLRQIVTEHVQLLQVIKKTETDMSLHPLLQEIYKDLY
S1P3 antagonist: S1P3 (human) receptor antagonism. CHO S1P3 NFAT-BLA reporter, FRET fluorescence, antagonist mode. inhibition, % at 4.98 µM. hit rate 0.27% among 170,000. AID 485;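 active = inhibition above the plate cutoff, the mean inhibition of test wells on that plate plus 3 SD, cut at about 28% in these data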;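 note: cells challenged with S1P at its EC80 of 0.8 µM; blue over green emission ratio from cleaved BLA substrate after 4 h stimulation; 0% = S1P-stimulated wells and 100% = unstimulated DMSO-only wells; some compounds past the cut are filed as inactive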
SRC2 TRFRET art: TR-FRET artefact, counter-screen to PPARgamma/SRC-2 agonist assay | hits give high values | TR-FRET ratio at 8 µM | hit rate 0.4% among 200,000 | AID 1049; in the data active = TR-FRET ratio above about 2000; note: inactives centre near 1500
STAT3 inh: inhibitors of IL-6 induced STAT3 signaling. U3A cells, IL-6 STAT3-luciferase reporter, luminescence; host cell line lacks STAT1. inhibition, % at 5.5 µM. hit rate 0.89% among 190,000;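 active = inhibition above the mean inhibition across all screened compounds plus 3 SD, cut at about 44% in these data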;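 note: 0% = DMSO only wells and 100% = 100 µM nifuroxazide control wells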
PPARg SRC-1 ag: PPARgamma-driven SRC-1 recruitment agonism. activation, % at 8 µM. PPARgamma-SRC-1 coactivator recruitment biochemical assay. P37231. hit rate 0.41% among 200,000; in the data active = activation above about 19%;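 note: 0% = DMSO and 100% = reference agonist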
STAT3 act: STAT3 signaling activation | U3A cells, IL-6 STAT3-luciferase reporter, luminescence; 100% = signal with IL-6 EC80 alone | activation (% of control), % at 5.6 µM | hit rate 0.91% among 190,000;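 active = activation above the screen-wide mean of compound activation plus 3 SD, cut at about 130% in these data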;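 note: 0% = background luminescence of wells with medium and substrate only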
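Assay system – human STAT1-deficient U3A cells with stable STAT3-luciferase reporter · Also added – IL-6 (33 ng/mL) · Schedule – compound 1 h, then IL-6 6 h at 37 °C · Technique – reporter luminescence signal · Evaluation – % activation versus median of IL-6-stimulated wells · Benchmarks – IL-6-only wells as 100% reference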
PPARg SRC-2 ag: PPARgamma-driven SRC-2 recruitment agonism; PPARgamma LBD-SRC-2 recruitment, biochemical; activation, % at 8 µM; hit rate 0.34% among 200,000; in the data active = activation above about 22%;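 note: 0% = vehicle and 100% = reference agonist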
RAM inhibit: inhibitors of the yeast RAM network; inhibition, % at 50 µM; S. cerevisiae dse1pr::URA3 reporter, 5-FOA growth OD615, 2 d; analog-sensitive cbk1-as2 kinase mutant strain; hit rate 1.8% among 190,000; AID 868;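 active = inhibition above a set limit, 3 SD over mean compound inhibition, cut at about 8.4% in these data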;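 note: 0% = DMSO-only wells with no growth and 100% = 10 µM 1-NA-PP1 full growth; inhibition rescues growth on 5-FOA so higher OD means more RAM inhibition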
ROMK primary: modulates human ROMK potassium channel activity. P48048. Tet-inducible ROMK, thallium flux fluorescence; actives lie on both sides. B-score at 10 µM. hit rate 2% among 130,000;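 active = signal ratio slope over the read window, or its plate-corrected B-score, at least 3 SD from the plate mean, either direction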;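 note: B-score of the F/F0 ratio slope over 7 to 12 s after thallium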
Target sequence (P48048 whole entry, looked up): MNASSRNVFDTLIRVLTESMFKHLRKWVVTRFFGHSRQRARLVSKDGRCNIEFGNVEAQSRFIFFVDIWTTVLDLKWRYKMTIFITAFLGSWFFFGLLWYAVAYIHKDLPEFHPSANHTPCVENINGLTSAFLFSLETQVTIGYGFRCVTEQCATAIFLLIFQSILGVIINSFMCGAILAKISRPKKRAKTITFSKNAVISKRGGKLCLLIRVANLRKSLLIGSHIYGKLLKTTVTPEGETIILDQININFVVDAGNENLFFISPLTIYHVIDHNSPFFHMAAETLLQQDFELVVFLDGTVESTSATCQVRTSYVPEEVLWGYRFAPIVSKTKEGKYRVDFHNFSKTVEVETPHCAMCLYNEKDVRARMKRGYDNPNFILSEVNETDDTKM
STAT1 blocker: STAT1 signaling inhibition. NIH 3T3 STAT1-luciferase reporter, IFN-gamma, luminescence. inhibition, % at 5.5 µM. hit rate 0.35% among 200,000;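 active = inhibition above a set limit, the mean inhibition across all tested compounds plus 3 SD, cut at about 34% in these data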;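 note: 0% = IFN-gamma with DMSO and 100% = IFN-gamma with 300 µM nifuroxazide; values of inactives mirror those of a sister screen read the other way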
TLR4 MyD88 comp: TLR4-MyD88 interaction inhibition in cells; O00206+Q99836; HeLa CL3-4 TLR4/MyD88 BLA complementation, FRET ratio; inhibition, % at 8.4 µM; hit rate 0.18% among 200,000; AID 861; in the data active = inhibition above about 25%;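 note: 0% = vehicle and 100% = reference inhibitor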
* hit, by the source's call; . = not tested or not shown.

SMILES | PPARg SRC-3 ag | S1P3 antagonist | SRC2 TRFRET art | STAT3 inh | PPARg SRC-1 ag | STAT3 act | PPARg SRC-2 ag | RAM inhibit | ROMK primary | STAT1 blocker | TLR4 MyD88 comp
COc1ccc(-c2nnn(CC(=O)N(Cc3cccs3)C(C)C(=O)NCCC(C)C)n2)cc1OC (stereo not drawn) | 4 | . | 1560 | 5 | -2 | 97 | 1 | 3.2 | . | 10 | 10
Cc1ccc2nsnc2c1S(=O)(=O)N1CCN(CCc2ccccc2)CC1 | 8 | -19 | 1407 | 0 | -5 | 103 | 3 | 2.2 | -1.3 | 7 | -5
Cc1ccc(-n2c(C)cc(/C=N/NC(=O)c3ccncc3)c2C)cc1 | -5 | . | 1528 | 1 | 6 | 108 | 2 | 0.7 | . | -6 | 9
Cc1cnc(C(=O)OCC(=O)NC(C)C)cn1 | -1 | . | 1412 | -6 | 2 | 107 | -2 | 1.1 | . | 0 | 1
COc1ccc(Cl)cc1-c1nc(SCC(=O)NC2CC2)n[nH]1 | 11 | -1 | 1792 | 8 | 3 | 96 | 17 | -0.1 | 0.6 | 20 | 0
COc1cccc(N2C(=O)CC(NNC(=O)c3cccs3)C2=O)c1 (stereo not drawn) | 3 | 6 | 1714 | -1 | 13 | 99 | 6 | 2.2 | 0.24 | -13 | -11
CCC/C=C(\CCC)C(NC(=O)OCC(C)C)c1ccc(C(=O)OC)cc1 (stereo not drawn) | 8 | -4 | 1666 | -8 | 3 | 105 | -4 | 4.7 | -0.19 | 10 | -17
O=C(NCc1ccccc1)c1ccc(C2SCC(=O)N2Cc2ccccc2)cc1 (stereo not drawn) | 7 | . | 1634 | 12 | 8 | 92 | 4 | 1.5 | . | 0 | -2
Cc1nnc(NC(=O)c2ccc(-c3cccc(C(F)(F)F)c3)o2)s1 | -1 | 18 | 1612 | 0 | 2 | 100 | -2 | 2.9 | . | -1 | -2
Cn1cccc1C(=O)NC(=O)COC(=O)c1ccccc1O | 8 | 3 | 1783 | 20 | 4 | 87 | 3 | 5.0 | . | 3 | -17
Cc1cc(N2C(=O)C(=O)/C(=C(/O)c3ccc(F)cc3)C2c2ccc(Cl)cc2)no1 (stereo not drawn) | -5 | -22 | 1540 | -1 | 5 | 104 | 1 | 4.4 | . | -8 | 6
O=C(Nc1ccccc1)N1CCC(C(=O)N(Cc2ccco2)Cc2cccs2)CC1 | -3 | 3 | 1407 | 17 | 2 | 94 | -1 | 1.3 | . | 7 | -2
Cc1nc(SCC(=O)N2CC(C)OC(C)C2)nc(C)c1C (stereo not drawn) | 13 | . | 1711 | -4 | 6 | 107 | 11 | -0.6 | . | 7 | -14
CCOC(=O)C1(CC2CCCCO2)CCN(Cc2c(C)cc(C)cc2-n2cccn2)CC1 (stereo not drawn) | -4 | -3 | 1417 | -6 | -5 | 109 | 12 | 1.5 | -2.4 | 0 | -2
COc1cc(C(=O)NCC(=O)OCC(=O)Nc2ncc(Cl)cc2Cl)cc(OC)c1OC | 2 | -20 | 1694 | 3 | 13 | 101 | 6 | 1.9 | -0.37 | 6 | -6
O=C(COC(=O)C1CCCCC1C(=O)N1CCc2ccccc21)NCc1ccco1 (stereo not drawn) | -1 | 3 | 1642 | 6 | -1 | 100 | 5 | 2.7 | . | 1 | -6
Cc1ccc(OCC(=O)O/N=C(\N)c2ccccn2)cc1 | -3 | -8 | 1658 | -3 | -3 | 112 | -4 | -2.2 | 0.028 | -47 | -24
C=C(C)c1cccc(C(C)(C)NC(=O)Nn2cnnc2)c1 | -10 | 7 | 1457 | 0 | 2 | 104 | -3 | 0.6 | 0.77 | -3 | -6
Cc1cc(C)n2c(SCC(=O)NC3CCCC(C)C3C)nnc2n1 (stereo not drawn) | 7 | -9 | 1713 | 9 | 6 | 96 | 17 | 1.9 | -0.44 | 3 | -13
CN1CCN(C(=O)c2ccccc2N(Cc2ccccc2)S(=O)(=O)c2ccccc2)CC1 | 4 | . | 1673 | 5 | 7 | 98 | 3 | -0.1 | . | -3 | 13
Cc1ccc(NS(=O)(=O)c2cc(C(N)=O)ccc2C)cc1 | -13 | . | 1516 | 17 | 1 | 91 | 1 | 0.1 | 0.48 | 9 | -5
CC(C)OC(=O)c1cccc(C(=O)Oc2ccc(Br)cc2)n1 | -1 | . | 1640 | 5 | 5 | 99 | 3 | 5.6 | . | 6 | -19
C#CCN(C(=O)CC1C(=O)NCCN1C/C=C/c1ccccc1)C1CCCCC1 (stereo not drawn) | -1 | -8 | 1789 | 6 | -2 | 99 | 2 | 0.7 | -0.5 | 3 | 1
CCOC(=O)C1(Cc2cccc(OC)c2)CCN(Cc2ccccc2OC)CC1 | -1 | 1 | 1455 | 0 | -4 | 111 | 2 | 2.7 | -1.3 | 6 | 3
CCc1ccc(NC(=O)CSc2nnc(Cn3c(=O)sc4ccccc43)n2C)cc1 | 1 | 18 | 1540 | 4 | 5 | 97 | 2 | 3.2 | . | 1 | -6

2 entries from above, with values under each structure.
Sequence of screens – PPARg SRC-3 ag, S1P3 antagonist, SRC2 TRFRET art, STAT3 inh, PPARg SRC-1 ag, STAT3 act, PPARg SRC-2 ag, RAM inhibit, ROMK primary, STAT1 blocker, TLR4 MyD88 comp
C#CCN(C(=O)CC1C(=O)NCCN1C/C=C/c1ccccc1)C1CCCCC1 (stereo not drawn)
    -1, -8, 1789, 6, -2, 99, 2, 0.7, -0.5, 3, 1
CN1CCN(C(=O)c2ccccc2N(Cc2ccccc2)S(=O)(=O)c2ccccc2)CC1
    4, ., 1673, 5, 7, 98, 3, -0.1, ., -3, 13

Other records follow.
SMILES | PPARg SRC-3 ag | S1P3 antagonist | SRC2 TRFRET art | STAT3 inh | PPARg SRC-1 ag | STAT3 act | PPARg SRC-2 ag | RAM inhibit | ROMK primary | STAT1 blocker | TLR4 MyD88 comp
CCOC(=O)C1=NOC(CNC(=O)c2ccccc2Cl)C1 (stereo not drawn) | 2 | -7 | 1614 | 12 | 6 | 98 | 0 | 0.9 | 0.07 | -1 | -3
O=C(C(Sc1ccccc1)c1ccccc1)N1CCN(c2ccccc2)CC1 (stereo not drawn) | 1 | 5 | 1450 | 2 | -4 | 96 | -1 | 21* | 0.04 | 0 | -4
CCOc1ccccc1/C=C/C(=O)c1ccc(Cl)cc1 | 6 | -15 | 1534 | -10 | 2 | 106 | 3 | -0.1 | -0.4 | 4 | 4
COCCCNC(=O)/C(C#N)=C/c1cccc(NC(=O)c2ccccc2Cl)c1 | 2 | 7 | 1518 | 18 | -2 | 87 | 0 | 0.9 | . | -5 | 11
Cc1cc2c3c(ccc(C)c3n1)N=CN2c1ccccc1 | 1 | . | 1497 | 11 | -4 | 99 | -2 | 2.0 | . | 1 | -8
COc1ccc2ccccc2c1C(=O)/C=C\c1ccoc1 | 8 | -21 | 1403 | -12 | 12 | 111 | 20 | 2.4 | 0.22 | -2 | -5
Cc1ccc(C(=O)C2OC(=O)C(C)(C)C(=O)C2(C)C)cc1 (stereo not drawn) | -7 | . | 1366 | 6 | -8 | 100 | 3 | -0.4 | 0.21 | 0 | -4
CCC1C(=O)N=C(SCC(=O)Nc2ccc(S(N)(=O)=O)cc2)NC1=O (stereo not drawn) | 6 | -10 | 1380 | -2 | 4 | 103 | 5 | 0.4 | 0.84 | -5 | 5
CCOc1ccc(NC(=S)N(CCOC)C(C)c2cccnc2)cc1 (stereo not drawn) | 2 | -11 | 1592 | 7 | 4 | 99 | 2 | -0.8 | 1.6 | 6 | 13
O=C1C=C(NCC2CCCO2)C2(CCCCC2)O1 (stereo not drawn) | 6 | -16 | 1666 | 8 | 15 | 98 | 3 | 0.0 | . | 2 | 0
COC(=O)c1c(C)cc(C)n2c1nc1ccccc12 | 1 | -19 | 1681 | 32 | 7 | 74 | -2 | 0.4 | 0.13 | -1 | 0
CC1=C(C(=O)OCCc2ccccc2)C(c2ccsc2)NC(=O)N1C (stereo not drawn) | -3 | -20 | 1471 | -1 | 0 | 102 | 3 | 0.8 | 0.0077 | 5 | -9
O=C(CCN1C(=O)/C(=C\c2ccccc2)SC1=S)NNC(=O)c1cccnc1 | 0 | -11 | 1502 | -2 | -6 | 101 | -7 | 3.7 | . | -13 | 7
COc1ccc(NC(=O)Nc2c(C)n(C)n(-c3ccccc3)c2=O)cc1 | 2 | -42 | 1611 | 3 | 0 | 97 | -4 | 3.1 | . | -12 | -15
CCOC(=O)c1cc(-c2ccc(F)cc2)n(CC(=O)NCc2cccnc2)c1C | 2 | -13 | 1486 | 3 | 9 | 105 | 2 | 1.2 | 0.11 | 5 | -10
CCCCCCCCCCCNC(=O)c1ccoc1C | 0 | . | 1367 | -1 | 3 | 103 | 0 | 1.7 | -0.5 | -3 | 4
CCOC(=O)c1[nH]c(C)c(C(=O)N(C)C)c1C | -3 | 0 | 1435 | -7 | 2 | 106 | 2 | 0.3 | . | -2 | -8
Cc1ccccc1/C=N\NC(=O)c1csnn1 | 9 | . | 1612 | -9 | 4 | 108 | 9 | 0.5 | . | -29 | 5
Cc1ccc(C(=O)NCC(=O)OCC(=O)NC2CCS(=O)(=O)C2)cc1C (stereo not drawn) | 1 | -1 | 1513 | 7 | 0 | 96 | 1 | 0.4 | -0.0063 | -4 | -4
O=C(O)C1CCC(=O)N1C1c2ccccc2Oc2ccccc21 (stereo not drawn) | -2 | -6 | 1522 | 5 | 5 | 100 | 2 | 1.8 | . | 3 | -8
COc1ccc(-n2nc3c(c2NC(=O)c2ccc(Br)cc2)CS(=O)C3)cc1 (stereo not drawn) | -5 | -52 | 1373 | 11 | -5 | 98 | 6 | -0.5 | . | 1 | -1
COc1cc(OC)c(C2=NOC(C(=O)O)C2)cc1Cl (stereo not drawn) | -11 | -21 | 1490 | 12 | 1 | 93 | 0 | 0.5 | . | -3 | 2
O=C1C/C(=C\c2c(F)cccc2Cl)N2CCC1CC2 | 5 | -18 | 1555 | 12 | 7 | 94 | 2 | 0.0 | 0.025 | 8 | 6
Cc1ccsc1/C=N\NC(=O)c1n[nH]c2c1CCC2 | 2 | 10 | 1711 | 38 | 3 | 67 | -2 | 2.4 | . | -23 | 13
CSc1ccc(S(=O)(=O)Nc2cccc(F)c2)cc1 | 9 | -6 | 1578 | 7 | 0 | 98 | 9 | -1.8 | . | 6 | 6
COc1ccc(C(=O)Nc2ccc([N+](=O)[O-])cn2)c(OC)c1 | 1 | 3 | 1588 | 1 | 2 | 101 | 1 | 2.6 | 0.37 | -53 | -8
COc1ccc(C)cc1NC(=O)CNC(=O)Cn1ccc2ccccc2c1=O | -6 | . | 1406 | -1 | -5 | 104 | -4 | -0.1 | . | 0 | 6
O=P(COc1ccccc1)(c1ccccc1)c1ccccc1 | -9 | . | 1637 | -4 | 0 | 113 | 9 | 0.6 | . | 5 | 8
CC(CN1CCOCC1)C(=O)O (stereo not drawn) | 1 | -3 | 1568 | 4 | 7 | 98 | 13 | 2.0 | . | 6 | -20
Cc1ccc(SCc2c(C#N)c3ccccc3n2C)cc1 | 1 | . | 1502 | 23 | -1 | 82 | 10 | 8.7* | 0.31 | 3 | -12
